PLK1 kinase inh: inhibitors of human PLK1 kinase; inhibition, % at 10 µM; recombinant PLK1 kinase, TR-FRET peptide phosphorylation; hit rate 0.53% among 97,000;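 active means inhibition of 50% or more in the single-concentration screen; inactive means inhibition below 50%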;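 further: 0% = DMSO max control and 100% = H-89 dihydrochloride min control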
EphB4 antag: EphB4-ephrin-B2 interaction antagonism; P54760; EphB4 LBD / TNYL-RAW-Alexa532 peptide, fluorescence polarization; inhibition, % at 7 µM; hit rate 0.15% among 97,000; AID 720;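 active means inhibition above the screen-wide mean inhibition plus 3 SD, cut at about 15% in these data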;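 further: 0% = DMSO wells and 100% = excess unlabeled TNYL-RAW peptide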
Target sequence (P54760 whole entry, looked up, the tested form may be a part): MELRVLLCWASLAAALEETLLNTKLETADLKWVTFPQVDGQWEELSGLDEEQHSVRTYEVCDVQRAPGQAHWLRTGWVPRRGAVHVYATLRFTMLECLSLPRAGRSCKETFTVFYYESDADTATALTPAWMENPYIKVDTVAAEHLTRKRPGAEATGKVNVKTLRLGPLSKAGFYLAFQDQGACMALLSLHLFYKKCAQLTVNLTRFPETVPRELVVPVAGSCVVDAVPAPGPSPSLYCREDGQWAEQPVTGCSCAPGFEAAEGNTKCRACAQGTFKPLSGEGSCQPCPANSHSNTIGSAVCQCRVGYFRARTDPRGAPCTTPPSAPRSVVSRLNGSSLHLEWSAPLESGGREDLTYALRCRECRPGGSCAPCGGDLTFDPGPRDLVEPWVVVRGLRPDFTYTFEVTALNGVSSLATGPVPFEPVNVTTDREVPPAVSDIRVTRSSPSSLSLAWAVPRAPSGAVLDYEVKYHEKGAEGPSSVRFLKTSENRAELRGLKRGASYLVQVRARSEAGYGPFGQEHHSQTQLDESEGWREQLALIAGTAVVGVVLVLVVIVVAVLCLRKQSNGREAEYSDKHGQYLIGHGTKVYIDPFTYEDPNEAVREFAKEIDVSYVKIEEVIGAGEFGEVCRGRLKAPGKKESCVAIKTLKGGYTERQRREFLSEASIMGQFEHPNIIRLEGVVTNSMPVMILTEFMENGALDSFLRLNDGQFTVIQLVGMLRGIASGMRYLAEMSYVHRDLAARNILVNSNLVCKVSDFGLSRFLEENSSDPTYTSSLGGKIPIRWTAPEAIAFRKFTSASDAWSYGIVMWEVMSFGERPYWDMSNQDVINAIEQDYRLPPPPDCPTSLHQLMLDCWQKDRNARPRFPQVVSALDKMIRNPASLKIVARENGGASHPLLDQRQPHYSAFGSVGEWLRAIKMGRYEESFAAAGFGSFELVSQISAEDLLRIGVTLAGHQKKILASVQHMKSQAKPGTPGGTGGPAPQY
LYP act: activators of human LYP (PTPN22) phosphatase | activation, % at 2 µM | AID 697 | Q9Y2R2 | recombinant LYP, DiFMUP fluorescence; 0 = plate median, 100 = signal doubled | hit rate 0.11% among 96,000;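 active means activation at 2 µM above a set limit, the mean plus 5 SD, cut at about 37% in these data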
PTPN22 inh 2: inhibitors of human LYP (PTPN22) phosphatase; Q9Y2R2; recombinant LYP catalytic domain, DiFMUP fluorescence; inhibition, % at 2 µM; hit rate 0.21% among 96,000; AID 640;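 active means inhibition at 2 µM at or above a set limit, the screen mean plus 3 SD, cut at about 24% in these data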;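 further: 0% = DMSO with enzyme and 100% = enzyme fully blocked by orthovanadate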
Calb biofilm kill: kills Candida albicans biofilms; C. albicans biofilm + clotrimazole, Alamar Blue; inhibition, % at 6 µM; hit rate 0.14% among 85,000; AID 834;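 active means inhibition above 20%; inactive means inhibition below 20%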;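 further: preformed 24 hr biofilms exposed to compound for 48 hr; 0% = biofilm without compound and 100% = blank killed by clotrimazole plus chlorhexidine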
CYP2C9 act: activators of human CYP2C9 | recombinant CYP2C9, luciferin-H conversion, luminescence; hits give high values; factor 1 = untreated enzyme, 0 = blocked | activation factor at 5 µM | hit rate 1.4% among 96,000;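 active means activation factor of 2 or more for CYP2C9 at a 5 µM dose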;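 further: 0 = sulfaphenazole-blocked wells and 1 = vehicle-only wells; values of inactives mirror those of a sister screen read the other way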
Plk1 PBD FP: inhibitors of human Plk1 polo box domain binding; P53350; Plk1 PBD phosphopeptide binding, fluorescence polarization; inhibition, %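 (tested at about 20 µM)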; hit rate 0.13% among 97,000; in the data active means inhibition above about 34%, passing the limit was not always enough
CYP2C9 inh: human CYP2C9 inhibition | P11712 | CYP2C9 Supersomes, luciferin-H conversion, luminescence | inhibition, % at 5 µM | hit rate 20% among 96,000 | AID 777;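 active means blocking of liver enzyme CYP2C9 beyond about 50% at 5 µM, limit read from the data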; further: values of inactives mirror those of a sister screen read the other way
HIV Rev-RRE inh: inhibitors of HIV-1 Rev-RRE RNA interaction; P05866; Rev peptide-RRE RNA binding, FRET; inhibition, % at 8 µM; hit rate 0.79% among 97,000;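 active means inhibition above the screen-wide mean plus 3 SD, cut at about 35% in these data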;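 further: 0% = median DMSO wells and 100% = median Neomycin B control wells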
Target sequence (P05866 whole entry, looked up): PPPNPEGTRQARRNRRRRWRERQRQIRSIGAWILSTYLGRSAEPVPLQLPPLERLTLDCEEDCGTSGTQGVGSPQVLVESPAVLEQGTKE
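Test system – labelled RRE RNA duplex and labelled Rev peptide · Signal – fluorescein-to-Cy5 FRET, 480 nm excitation · Evaluation – % inhibition of FRET ratio versus controls · Benchmarks – DMSO low control, neomycin B high control · Incubation – 5 min RNA-compound premix plus 15 min binding step, 25 °C · Medium – HEPES pH 7.5 salt buffer with EDTA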
* hit, by the source's call; . = not tested or not shown.

SMILES	PLK1 kinase inh	EphB4 antag	LYP act	PTPN22 inh 2	Calb biofilm kill	CYP2C9 act	Plk1 PBD FP	CYP2C9 inh	HIV Rev-RRE inh
Cc1noc(/C=C/N(C)C)c1S(=O)(=O)N1CCCC(C(=O)NCc2ccc(Cl)cc2)C1 (stereo not drawn)	-13	-8	8	-11	7	0.2	4	77*	2
Cc1c(Cl)cccc1N1C(=O)C2ON(c3ccccc3)C(c3cccnc3)C2C1=O (stereo not drawn)	-12	-3	4	-5	9	0.6	-11	42	10
O=C(NC1CC2CCC(C1)N2C(=O)NCc1ccccc1)C1CC1 (stereo not drawn)	-13	8	-4	2	4	1.1	-4	-15	6
CN(Cc1ccccc1)c1oc(COc2ccccc2F)nc1C#N	69*	4	.	.	-5	0	-13	99*	19
Cc1nc(SCC(=O)Nn2c(-c3ccccc3)nc3ccccc3c2=O)n[nH]1	-5	-6	2	0	5	0.7	9	30	2
CCc1ccc2[nH]c(=O)c(CN(Cc3ccc4c(c3)OCO4)C(=O)c3ccco3)cc2c1	7	4	-5	4	4	0.9	-18	15	3
Nc1cccc(Nc2nc(OC(C(F)(F)F)C(F)(F)F)nc(OC(C(F)(F)F)C(F)(F)F)n2)c1	-11	12	14	-14	10	0.8	-12	19	18
CC(C)(C)C(=O)NCC12C=CC(O1)C1C(=O)N(c3ccccc3)C(=O)C12 (stereo not drawn)	-8	-3	3	-1	1	.	-2	.	-2
COc1ccc(C(=O)Nc2ccccc2C(=O)NC(C)C)cc1OC	-3	-3	-1	-2	3	0.6	-2	36	11
CC(=O)NCc1nc2ccccc2n1Cc1ccccc1C	-1	4	16	-20	9	1.1	-18	-8	4
O=C(CNCc1ccco1)Nc1ccccc1-n1cccc1	-7	-1	0	-3	.	.	12	.	0
O=C(COC(=O)c1ccncc1)NCc1ccccc1	-4	-9	-5	4	3	0.4	-12	65*	2
CCCC(=O)Nc1ccccc1-c1nnc(SC)[nH]c1=O	-6	12	1	-3	7	0.8	12	23	11
COc1ccccc1C(=O)NCCC(=O)N1CC(=O)Nc2ccccc21	-2	-2	9	-8	4	2*	-7	-97	-3
O=C1c2oc3ccccc3c(=O)c2C(c2cccc(O)c2)N1c1ccccn1 (stereo not drawn)	-16	-3	9	-13	3	1	-15	4	6
C=CCc1ccc(OCCOCCN(C)C)c(OC)c1	2	5	6	-4	-3	1	-14	4	-1
COC(=O)c1nn(-c2ccc(Cl)cc2)c(=O)cc1Sc1ccccn1	-8	-10	17	-18	.	1	34	4	-2
COc1ccc2nc3oc(C(=O)N4CCN(c5cccc(C(F)(F)F)c5)CC4)cc3cc2c1	-7	12	-10	8	5	1	23	-3	14
CCc1ccc(N(CC(=O)Nc2nc3ccc(C)cc3s2)S(=O)(=O)c2c(C)noc2C)cc1	7	1	-4	3	12	0.1	17	93*	14
O=c1c2cnn(-c3ccccc3)c2nnn1/N=C/c1cccnc1	-9	-6	3	0	.	1	-4	1	0
Clc1ccc(-c2nc3nc4ccccc4nc3n2Cc2ccco2)cc1	-6	-8	7	-9	6	0.6	-12	37	0
CCCNC(=S)NC1CC2CCC(C1)N2Cc1ccccc1 (stereo not drawn)	-9	4	-2	6	.	1	0	-2	1
CCc1cc2c(=O)c(-c3nc4ccccc4n3C)c(COCC(=O)O)oc2cc1OC(=O)C(C)(C)C	-7	-11	-8	12	1	0.9	-5	14	-2
CCN(CC)c1nc2nonc2nc1N(CC)CC	-12	2	-4	7	7	0.7	-12	31	6
Cc1cccc(OCC(O)CN2C(C)(C)CC(O)CC2(C)C)c1 (stereo not drawn)	-3	4	7	-13	6	1.1	-11	-15	-4
CCOC(=O)Cc1nnn(CC(=O)OCC)n1	-13	-3	7	-6	.	1	-28	-2	7
O=C(COc1ccccc1)n1nc(-c2ccc(Cl)cc2)nc1NCc1ccco1	-8	4	11	-15	7	0.4	12	55*	5
CN(C)C=NC(=O)/C(C#N)=C1\CCc2ccccc2N1	-8	2	0	-1	7	1	-7	4	9
O=C(NCCNC(=O)c1cc(OCC(F)(F)F)ccc1OCC(F)(F)F)Nc1ccccc1	-6	5	0	3	.	0.4	-15	57*	17
Cc1cc(C)c(S(=O)(=O)c2ccccc2)c(OC(=O)c2c(Cl)cccc2Cl)n1	-8	1	-11	9	13	0.6	-14	37	14
Cc1cc(C)c(C#N)c(Oc2ccc(F)cc2)n1	-9	-8	22	-20	13	0.9	8	13	-3
COCCn1c(SCC(=O)NCc2ccco2)nnc1C(C)C	-1	4	5	-4	8	.	7	.	2
CC1CCc2c(sc3nc(CN4CCOCC4)nc(NS(=O)(=O)c4cccc([N+](=O)[O-])c4)c23)C1 (stereo not drawn)	-9	6	-3	0	.	0.2	2	84*	4
CCc1nc(C)cn1S(=O)(=O)c1cc(C)c(OC)cc1C	-13	1	0	-3	14	1.1	-10	-14	7
Cc1cc2ncn(CCCCOc3ccccc3)c2cc1C	3	-5	-5	6	7	0.7	-7	28	19
CC1(C)CC(=O)C(C=Nc2cccnc2)=C(O)C1	-6	-14	29	-33	.	0.9	23	6	3
Cc1ccc(C)c(N=C2CCCN2Cc2ccccc2)c1C#N	-9	4	-2	-4	-1	.	7	.	10
CN(Cc1ccccc1)C(=O)CN(c1ccc(F)cc1)S(=O)(=O)c1ccc2c(c1)OCCO2	-3	5	-5	5	-2	.	-38	.	7
COc1ccc(C(=O)O)cc1Nc1cc(C)nc2ncnn12	-8	1	6	-6	8	1	6	-3	8
CCCCNC(=O)CCn1c(=O)c2ccccc2n(CC(=O)Nc2ccccc2OCC)c1=O	-2	1	-4	1	-2	0.2	-15	75*	13
Cc1ccc(S(=O)(=O)NC(C)(C)CSc2nncn2N)cc1	-13	-8	2	-4	7	1.1	-15	-10	6
Cc1onc(-c2ccccc2)c1-c1n[nH]c(=S)n1-c1ccc(C(=O)O)cc1	-10	4	-1	2	-3	0.9	1	11	10
Cc1cc(C)n(-c2nc3ccccc3c(=O)n2OCC(N)=O)n1	0	-9	10	-13	5	1.1	13	-6	-3
CCOC(=O)C1CCc2sc(N)c(C#N)c21 (stereo not drawn)	-7	-3	-2	-3	6	1	-7	-4	-4
CCCn1c(=N)c(C(=O)NCC2CCCO2)cc2c(=O)n3cccc(C)c3nc21 (stereo not drawn)	-1	-2	-11	10	.	1	6	-5	5
Cn1ncc(Cl)c1C(=O)Nc1sc2c(c1C(N)=O)CCC2	-9	3	2	-10	4	.	-4	.	5
CCOCCCNS(=O)(=O)c1ccc(NC(=O)c2ccccc2)cc1	-10	4	-6	5	4	1	12	2	-1
Cc1ccccc1N(CC(=O)NCCSC1CCCCC1)S(=O)(=O)c1ccccc1	-7	-6	3	-3	.	0.4	-8	58*	5
CCCOc1cccc(CN2CCCCC2c2cccnc2)c1 (stereo not drawn)	-9	1	-5	5	3	0.2	2	83*	6
CC1(C)CC2CC(C)(CN2C(=O)CN2C(=O)c3ccccc3C2=O)C1 (stereo not drawn)	-8	4	-10	6	5	1.2	-13	-19	-4
O=C(CSCc1c(Cl)cccc1Cl)NCc1cccnc1	-9	0	-5	8	.	0.8	-18	16	2
CCC(C)N1CC(C(=O)NC2CCCCC2)CC1=O (stereo not drawn)	-11	-4	7	-8	8	1.1	-11	-13	4
CCCOc1ccccc1-n1sc2c(c1=S)-c1cc(OC)cc3c1N(C(=O)C3=O)C2(C)C	7	-2	-7	4	4	0.2	-29	80*	10
c1cnc2ccc(C(c3nnnn3C3CCCC3)N3CCN4CCCC4C3)cc2c1 (stereo not drawn)	-7	5	5	-3	9	0.9	-11	6	-3
COc1ccc(C(C)=O)cc1COC(=O)c1c(C)noc1C	-2	1	1	-2	7	0.5	-4	52*	4
CCOC(=O)N1CCN(C(=O)C2CCC(=O)N2C(C)C)CC1 (stereo not drawn)	-5	2	-1	-2	7	0.9	-9	14	-1
O=C(NCCCN1CCOCC1)c1cc2c(s1)CCCC2	-6	-1	4	-5	9	0.8	-10	18	6
CC(C)CCn1cnc2c(c1=O)c1nc3ccccc3nc1n2Cc1ccc2c(c1)OCO2	-4	3	-2	2	1	1	0	4	11
CCN1C(=O)/C(=C2\SC(N3CCCCC3)=NC2=O)c2ccccc21	-4	3	-13	13	11	1.2	17	-20	13
COC(=O)c1cccc(NC(=O)CSc2nc(C)cc(=O)[nH]2)c1	-12	2	-5	5	7	0.6	-26	43	3

Part of the list above in order of length of the SMILES, lowest first.
SMILES	PLK1 kinase inh	EphB4 antag	LYP act	PTPN22 inh 2	Calb biofilm kill	CYP2C9 act	Plk1 PBD FP	CYP2C9 inh	HIV Rev-RRE inh
CCCOc1cccc(CN2CCCCC2c2cccnc2)c1 (stereo not drawn)	-9	1	-5	5	3	0.2	2	83*	6
CC1(C)CC2CC(C)(CN2C(=O)CN2C(=O)c3ccccc3C2=O)C1 (stereo not drawn)	-8	4	-10	6	5	1.2	-13	-19	-4
CCCOc1ccccc1-n1sc2c(c1=S)-c1cc(OC)cc3c1N(C(=O)C3=O)C2(C)C	7	-2	-7	4	4	0.2	-29	80*	10

The listing continues.
SMILES	PLK1 kinase inh	EphB4 antag	LYP act	PTPN22 inh 2	Calb biofilm kill	CYP2C9 act	Plk1 PBD FP	CYP2C9 inh	HIV Rev-RRE inh
CCOC(=O)N1CCC(NC(=O)C2CCCN(S(C)(=O)=O)C2)CC1 (stereo not drawn)	-9	3	0	1	5	1	3	0	5
CCC(C(=O)Nc1nc(C)cs1)c1ccccc1 (stereo not drawn)	-8	3	5	-6	3	0.7	5	33	-1
Nc1ccc(C(O)(C(F)(F)F)C(F)(F)F)cc1	-10	1	18	-16	8	0.9	14	7	4
COc1cccc(C(=O)/C=C/c2ccc(SC)cc2)c1	-8	-4	0	2	.	0.6	10	40	12
CC1CCN(S(=O)(=O)c2ccc(NC(=O)CN3CCN(C)CC3)cc2)CC1	11	6	6	-5	5	1.1	-23	-7	-4
COC(=O)Cc1cc(=O)n2[nH]c(C)c(-c3ccccc3)c2n1	-12	2	-3	8	7	0.7	5	26	4
Cc1cccc(NC(=S)N2CCC(N(C)CC3CCCO3)CC2)c1C (stereo not drawn)	-9	-3	8	-5	10	1.1	-17	-9	3
CCOC(=O)c1c(C)c(-c2ccccc2)n(CC(=O)N2CCN(C)CC2)c1C	-3	1	9	-12	3	1.1	0	-9	7
CCCCC(=O)Nc1nnc(SCC(=O)NC2CCCC2)s1	-2	-2	-12	13	8	0.9	6	5	-6
Cc1ccccc1NS(=O)(=O)c1ccc(OCC(=O)N2CCCC2)cc1	-5	5	-7	4	8	1.2	-11	-23	-1
Cn1c(-c2ccc(Br)o2)nc2ccccc21	-6	4	6	-4	12	0.6	-9	38	8
CC1(C(=O)O)COC(c2ccc([N+](=O)[O-])cc2)OC1 (stereo not drawn)	-12	2	-4	6	1	0.9	-39	7	8
C=CCn1c(=NC(=O)C2CC2)sc2cc(NC(C)=O)ccc21	-5	-1	8	-12	6	0.8	31	20	7
CN1C(=O)c2ccc(NC(=O)c3c(F)c(F)c(F)c(F)c3F)cc2C1=O	-8	-5	6	-7	8	1.2	8	-24	2
CCOC(=O)c1[nH]nc2c1C(=O)N(CC)C2=O	-5	-3	0	-1	7	0.9	4	12	7
Cc1cc(Br)ccc1NC(=O)CNC(=O)CN1C(=O)NC2(CCCCCC2)C1=O	-6	3	-4	5	5	1.1	15	-10	6
COc1cc(-c2cc(N)n(S(=O)(=O)c3ccccc3)n2)cc(OC)c1OC	7	11	-6	6	3	0	13	98*	6
CCOc1ccc(C(C)(C)C)cc1S(=O)(=O)n1nc(C)cc1C	-7	5	-12	12	7	.	-11	.	2
O=C(CN1CCN(S(=O)(=O)c2ccc(Cl)s2)CC1)NCc1ccc(Cl)cc1	-3	0	17	-18	.	0.4	12	55*	2
